TrxR1 substrate: is turned over as a substrate by rat TrxR1. O89049. purified TrxR1 substrate turnover, NADPH consumption readout. Potency, µM (titrated, usually from 114 µM), for the others: top-dose activity change, negative = substrate turnover. actives 0.01% (n = 390,000). AID 588456; also: potency is read from the fitted curve at half-maximal effect; % is scaled to controls: 0 for no effect and ±100 for the full control effect; nearly all actives have a fitted effect of over 50% in size
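Rat TrxR1, dispensed at 90 nM, was prereduced with 400 uM NADPH (final) for 5 min at ~22 deg C, then incubated with compound 15 min before 400 uM selenite. A first-read NADPH fluorescence drop versus no-compound background flagged substrates.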
TrxR1 inh: rat TrxR1 inhibition | O89049 | recombinant rTrxR1, NADPH fluorescence consumption, selenite substrate | Potency, µM (top dose mostly 114 µM), for inactives: at the top dose activity change, negative = inhibition, most hits filed as inhibitors | actives 1% (n = 390,000); also: potency is read from the fitted curve at half-maximal effect; % is scaled to controls: 0 for no effect and ±100 for the full control effect; nearly all actives have a fitted effect of over 65% in size
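Rat TrxR1 (90 nM in the dispensed reagent) was pre-reduced with 400 uM NADPH for 5 min at room temperature, then incubated with compound for 15 min. After 400 uM selenite was added, NADPH fluorescence (Ex 340/Em 450 nm) was followed for 8 min.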
TRHR PAM: allosteric enhancers of human TRH receptor; P34981; TRHR cells, fluo-8 calcium fluorescence, EC20 TRH enhancement; enhancement, % at 2 µM; actives 0.66% (n = 360,000); in the data active = enhancement above about 30%; also: 0% is about no effect
Target sequence (P34981 whole entry, looked up): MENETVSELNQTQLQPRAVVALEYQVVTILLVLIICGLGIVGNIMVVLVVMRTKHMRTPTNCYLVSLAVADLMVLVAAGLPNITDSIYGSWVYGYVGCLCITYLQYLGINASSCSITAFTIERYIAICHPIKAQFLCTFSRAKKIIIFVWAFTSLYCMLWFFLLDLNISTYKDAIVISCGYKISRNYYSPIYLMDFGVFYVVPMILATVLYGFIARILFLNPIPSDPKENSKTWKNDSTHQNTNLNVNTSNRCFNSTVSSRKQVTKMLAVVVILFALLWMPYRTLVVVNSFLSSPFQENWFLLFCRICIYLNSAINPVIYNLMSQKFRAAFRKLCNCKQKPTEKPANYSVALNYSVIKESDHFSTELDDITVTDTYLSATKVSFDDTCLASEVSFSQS
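TRHR-expressing cells loaded with fluo-8 calcium dye were read kinetically (ex 480/em 530) during compound addition, then stimulated with an EC20 of TRH (10 nM final). Enhancement of the Gq-mediated intracellular calcium response was scored.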
D2 antagonist: D2 dopamine receptor (human) antagonism. P14416. inhibition, % at 10 µM. actives 2% (n = 340,000). HEK293 TREx D2 cells, calcium flux, dopamine EC80; in the data active = inhibition above about 30%; also: 0% is about no effect
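Cells plated overnight at 30 C with tetracycline; no-wash calcium dye, 30–90 min RT; 10 s baseline; compound pinned; 180 s read; EC80 dopamine added; another 180 s read.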
USP1 inh: blocks the human USP1/UAF1 deubiquitinase complex. O94782. recombinant USP1/UAF1, Ub-Rhodamine cleavage fluorescence. Potency, µM (top dose mostly 57.1 µM), for inactives: at the top dose activity change, negative = inhibition, hits mostly inhibitors. actives 0.23% (n = 390,000). AID 743255; also: potency is read from the fitted curve at half-maximal effect; % is scaled to controls: 0 for no effect and ±100 for the full control effect; nearly all actives have a fitted effect of over 60% in size; inactives centre near -12
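Step one: compound is pinned into 1nM USP1/UAF1 in HEPES pH 7.8 buffer with TCEP. Step two: 15 min room-temperature incubation. Step three: Ub-Rho (150nM final) starts cleavage, tracked by fluorescence over six one-minute reads.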
PI4K2A inh: blocks human PI4K2A kinase activity; purified PI4K2A, ADP-Glo luminescence, 1 h; hits give low values; AID 1346378; activity change, negative = inhibition, % at 76.9 µM; Q9BTU6; actives 0.13% (n = 420,000); in the data active = activity change below about -50%; inconclusive = mostly about -30% to -49%;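 also: -100% = wells without enzyme as full effect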
Target sequence (Q9BTU6 whole entry, looked up): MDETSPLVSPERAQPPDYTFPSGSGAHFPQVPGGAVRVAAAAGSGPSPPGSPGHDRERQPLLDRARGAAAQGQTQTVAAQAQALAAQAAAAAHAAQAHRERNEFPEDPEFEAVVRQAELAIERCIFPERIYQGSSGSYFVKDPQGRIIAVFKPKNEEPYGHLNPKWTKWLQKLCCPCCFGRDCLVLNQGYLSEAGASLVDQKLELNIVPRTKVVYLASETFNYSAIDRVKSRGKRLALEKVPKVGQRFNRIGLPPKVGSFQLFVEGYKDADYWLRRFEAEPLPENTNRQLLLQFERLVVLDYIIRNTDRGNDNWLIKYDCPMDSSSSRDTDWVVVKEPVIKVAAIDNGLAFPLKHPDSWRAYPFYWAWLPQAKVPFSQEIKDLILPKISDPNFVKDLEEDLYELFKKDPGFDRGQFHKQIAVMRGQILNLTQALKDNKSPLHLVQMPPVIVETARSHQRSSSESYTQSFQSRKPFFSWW
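In this quantitative HTS, ADP production by PI4K2A was quantified luminescently after 1 h at ambient temperature; 100 microM adenosine served as plate-quality control.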
IDH1 R132H inh: human IDH1 R132H inhibition | actives 0.093% (n = 390,000) | Potency, µM (titrated, usually from 76.6 µM), without a hit: at the highest dose activity change, negative = inhibition, hits mostly inhibitors | IDH1-R132H enzyme, NADPH consumption, diaphorase/resazurin fluorescence | O75874 | AID 602179; also: potency is read from the fitted curve at half-maximal effect; % is scaled to controls: 0 for no effect and ±100 for the full control effect; nearly all actives have a fitted effect of over 65% in size
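IDH1-R132H (0.5 ug/mL dispensed) in pH 7.5 Tris buffer was preincubated 30 min with compound, then given a substrate mix of 0.016 mM NADPH and 2 mM alpha-KG for 80 min at room temperature; remaining NADPH was read by diaphorase/resazurin fluorescence.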
TRHR ag: activates the human TRH receptor; P34981; TRHR cells, calcium flux fluo-8, FDSS agonist mode; actives 0.18% (n = 360,000); activation, % at 2 µM; AID 493084; in the data active = activation above about 30%; also: 0% is about no effect
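TRHR-expressing cells, plated overnight in medium with 10% serum, were loaded with fluo-8 calcium dye at room temperature. After a 10 s baseline, library compound was pin-added and calcium release was recorded kinetically (ex 480/em 530) as agonist response.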
D2 ag: agonists of human D2 dopamine receptor; P14416; HEK293 T-REx D2 cells, calcium flux agonist mode; activation, % at 2 µM; actives 0.53% (n = 340,000); AID 485358;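 active = activation over 3 SD above normal in the single-dose calcium agonist read, cut at about 30% in these data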; also: 0% is about no effect
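Agonism scored from kinetic calcium signal (1 read/sec, 180 s) following compound pin transfer, after a 10 s baseline. Cells: HEK293 Trex line expressing inducible D2 receptor coupled to calcium, dye-loaded after overnight culture at 30 C.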
* marks the source's active call; other numbers are inactive results; ? = inconclusive; · = not tested or not shown; [ ] = another dose, or the depositor's remark. Unless noted, calls follow the shape of the dose curve; as a rule, active = well fitted inhibition curve with a large enough effect; inconclusive = small, poorly fitted or top-dose-only effect; inactive = no such curve, though single readings can be large or run the other way.

SMILES	TrxR1 substrate	TrxR1 inh	TRHR PAM	D2 antagonist	USP1 inh	PI4K2A inh	IDH1 R132H inh	TRHR ag	D2 ag
CCC(O)C1CCN(Cc2cn(Cc3ccccc3)nc2-c2cc3ccccc3o2)CC1 (stereo not given)	5%	10%	-5	5	-5%	-1	-6%	5.4	7.4
Cc1ccc(C2C3=C(CC(C)(C)CC3=O)N(CCN3CCOCC3)C3=C2C(=O)CC(C)(C)C3)cc1	98%[activator]	22%	-1	-6	-3%	6	4%	1.4	-0.8
CCc1ccc(CCC(=O)Nc2ncc(Cc3ccccc3Cl)s2)o1	-9%	-31%	-2	12	3%	3	-2%	1.9	0.3
COc1ccc(NC(=O)c2ccc(NS(=O)(=O)c3cccc4cccnc34)cc2)cc1	2%	9%	-3	6	-17%	-3	12%	-0.3	0.1
CC(=O)N=c1c(C#N)cc2c(=O)n3ccccc3nc2n1Cc1ccccc1	139%[activator]	21%	-4	3	-9%	-1	5%	-0.5	-0.5
CCc1ccccc1NC(=O)CC1SCCNC1=O (stereo not given)	-2%[57.1 µM]	20%[57.1 µM]	6	6	-20%	0	-8%	0.0	0.0
Cc1ccc(C)c(NC(=O)CCC(=O)N/N=C/c2cc([N+](=O)[O-])ccc2O)c1	-2%[57.1 µM]	15%[57.1 µM]	-3	-12	2%	-5	0%	0.4	0.0
CCOc1ccc(C(CC(=O)O)n2cnnn2)cc1 (stereo not given)	10%	21%[57.1 µM]	1	-4	-24%	-2	-1%	0.8	0.5
CC(C(=O)NCc1ccco1)c1ccc([N+](=O)[O-])cc1 (stereo not given)	-11%	-14%	1	·	4%	-4	-2%	0.1	·
Cc1ccc(-n2ncc(C(=O)N3CCN(c4cccc(C)c4C)CC3)c2C2CCNCC2)c(C)c1	4%	4%	8	·	-10%	-2	0%	2.5	0.3

Part of the list above, field by field.
CC(C(=O)NCc1ccco1)c1ccc([N+](=O)[O-])cc1 (stereo not given)
- TrxR1 substrate: -11%
- TrxR1 inh: -14%
- TRHR PAM: 1
- D2 antagonist: ·
- USP1 inh: 4%
- PI4K2A inh: -4
- IDH1 R132H inh: -2%
- TRHR ag: 0.1
- D2 ag: ·
Cc1ccc(-n2ncc(C(=O)N3CCN(c4cccc(C)c4C)CC3)c2C2CCNCC2)c(C)c1
- TrxR1 substrate: 4%
- TrxR1 inh: 4%
- TRHR PAM: 8
- D2 antagonist: ·
- USP1 inh: -10%
- PI4K2A inh: -2
- IDH1 R132H inh: 0%
- TRHR ag: 2.5
- D2 ag: 0.3

Continuation.
SMILES	TrxR1 substrate	TrxR1 inh	TRHR PAM	D2 antagonist	USP1 inh	PI4K2A inh	IDH1 R132H inh	TRHR ag	D2 ag
Cc1cc(C(=O)CSc2nnc(-c3cccc(F)c3)n2N)c(C)n1Cc1ccc2c(c1)OCO2	3%	22%	5	2	?	-1	3%	0.6	-0.1
Cc1sc2nc(C3CC3)nc(SCC(=O)N3CCCc4ccccc43)c2c1C	·	·	1	3	·	·	·	-0.6	-0.3
COc1ccc(-n2c(=S)[nH]c3cc(C(=O)NCCCN4CCOCC4)ccc3c2=O)cc1	4%	-7%	4	25	-12%	1	-6%	0.4	0.5
COc1ccccc1/C=C1\SC(=S)N(CCC(=O)Nc2nnc(C)s2)C1=O	-2%[57.1 µM]	3%[57.1 µM]	-6	31*	2%	0	-1%	0.6	0.9
CCOC(=O)c1c(N)sc2c1C1CCN2CC1	9%[57.1 µM]	3%[57.1 µM]	25	-11	-17%	3	3%	0.3	0.0
CCOc1ccc2nc(NC(=O)CSc3nc4c(c(=O)n(C)c(=O)n4C)n3CC)sc2c1	7%	15%	0	11	-5%	1	-5%	0.1	-1.2
Cc1ccccc1Cn1c(=O)n(-c2ccccc2)c(=O)c2ccc(C(=O)NCc3ccco3)cc21	·	·	-4	-2	·	·	·	0.7	0.6
Cc1cc(OCC(=O)Nc2ccc(C(=O)OC3CCCCC3)cc2)cc(C)c1Cl	4%	22%	-1	·	-6%	3	·	0.7	-0.5
CC(=O)N1CCN(C(=O)c2ccc(OC3CCN(CCc4ccccc4)CC3)cc2)CC1	-8%	?	-5	-10	-19%	-3	-1%	0.4	1.3
O=C(CN1CCN(c2ccc(Cl)cc2)CC1)N1CCCC1	7%	13%	-1	-1	-8%	0	5%	-0.6	0.1

Another view of part of the listing above:
SMILES | TrxR1 substrate | TrxR1 inh | TRHR PAM | D2 antagonist | USP1 inh | PI4K2A inh | IDH1 R132H inh | TRHR ag | D2 ag
CC(C(=O)NCc1ccco1)c1ccc([N+](=O)[O-])cc1 (stereo not given) | -11% | -14% | 1 | · | 4% | -4 | -2% | 0.1 | ·
Cc1ccc(-n2ncc(C(=O)N3CCN(c4cccc(C)c4C)CC3)c2C2CCNCC2)c(C)c1 | 4% | 4% | 8 | · | -10% | -2 | 0% | 2.5 | 0.3
Cc1cc(C(=O)CSc2nnc(-c3cccc(F)c3)n2N)c(C)n1Cc1ccc2c(c1)OCO2 | 3% | 22% | 5 | 2 | ? | -1 | 3% | 0.6 | -0.1
Cc1sc2nc(C3CC3)nc(SCC(=O)N3CCCc4ccccc43)c2c1C | · | · | 1 | 3 | · | · | · | -0.6 | -0.3
COc1ccc(-n2c(=S)[nH]c3cc(C(=O)NCCCN4CCOCC4)ccc3c2=O)cc1 | 4% | -7% | 4 | 25 | -12% | 1 | -6% | 0.4 | 0.5
COc1ccccc1/C=C1\SC(=S)N(CCC(=O)Nc2nnc(C)s2)C1=O | -2%[57.1 µM] | 3%[57.1 µM] | -6 | 31* | 2% | 0 | -1% | 0.6 | 0.9
CCOC(=O)c1c(N)sc2c1C1CCN2CC1 | 9%[57.1 µM] | 3%[57.1 µM] | 25 | -11 | -17% | 3 | 3% | 0.3 | 0.0
CCOc1ccc2nc(NC(=O)CSc3nc4c(c(=O)n(C)c(=O)n4C)n3CC)sc2c1 | 7% | 15% | 0 | 11 | -5% | 1 | -5% | 0.1 | -1.2
Cc1ccccc1Cn1c(=O)n(-c2ccccc2)c(=O)c2ccc(C(=O)NCc3ccco3)cc21 | · | · | -4 | -2 | · | · | · | 0.7 | 0.6
Cc1cc(OCC(=O)Nc2ccc(C(=O)OC3CCCCC3)cc2)cc(C)c1Cl | 4% | 22% | -1 | · | -6% | 3 | · | 0.7 | -0.5
CC(=O)N1CCN(C(=O)c2ccc(OC3CCN(CCc4ccccc4)CC3)cc2)CC1 | -8% | ? | -5 | -10 | -19% | -3 | -1% | 0.4 | 1.3
O=C(CN1CCN(c2ccc(Cl)cc2)CC1)N1CCCC1 | 7% | 13% | -1 | -1 | -8% | 0 | 5% | -0.6 | 0.1

(continued)
SMILES	TrxR1 substrate	TrxR1 inh	TRHR PAM	D2 antagonist	USP1 inh	PI4K2A inh	IDH1 R132H inh	TRHR ag	D2 ag
O=C(CSC1c2ccccc2C(=O)N1c1ccccc1)N1CCOCC1 (stereo not given)	6%[57.1 µM]	12%	2	8	-6%	-1	-3%	1.0	0.4
CC(CC(=O)NCc1ccc(Cl)cc1)S(=O)(=O)c1ccc2c(c1)NC(=O)CO2 (stereo not given)	2%	14%	-9	23	-6%	-4	3%	-0.2	-1.8
Cc1[nH]n(-c2ccccc2)c(=O)c1N=Nc1ccccc1C(=O)O	-12%	0%	13	18	-18%	-5	-3%	-0.6	2.2
CCc1nnc(NS(=O)(=O)c2ccc(N/C=C/C(=O)c3ccc(OC)cc3)cc2)s1	-7%	-17%	7	6	-23%	-13	-6%	1.6	-0.3
NCC(=O)NCC(=O)NC[C@H]1O[C@@H](n2cnc3c(N)ncnc32)[C@H](O)[C@@H]1O	8%	21%	·	·	-27%	-14	31%	·	·
COc1ccc(NC(=O)c2ccc3ncsc3c2)cc1	3%	17%	35*	7	-14%	3	-2%	-0.8	-0.1
COc1ccc(/C(O)=C2/C(=O)C(=O)N(c3ncccn3)C2c2ccc(F)cc2)cc1 (stereo not given)	-5%	-2%	6	5	-21%	6	-7%	0.4	-0.5
Cc1ccc(S(=O)(=O)N2CCC(=O)CC2c2ccccc2)cc1 (stereo not given)	-6%	-7%	·	·	-2%	0	7%	·	·
O=C(Nc1ccc(-c2csc(Nc3ccccc3)n2)cc1)c1ccccc1	2%	5%	15	2	-29%	-5	14%	0.4	1.2
O=C(Cc1cccc2ccccc12)N1CCCc2ccccc21	0%	-13%	-15	20	-27%	-6	1%	0.2	0.1
Cn1c(=O)c(C(=O)COc2ccc(F)cc2Cl)c(N)n(Cc2ccccc2)c1=O	-13%	4%	-2	5	-22%	-1	0%	0.5	0.4
Cc1nc2sc(C(=O)Nc3ccccc3Cc3ccccc3)c(C)c2c(=O)[nH]1	5%	31%	1	·	-11%	4	-5%	-0.7	0.7
COc1ccc(/C=N/NC(=O)CCN2CCCCC2c2cccnc2)cc1Cn1cc([N+](=O)[O-])cn1 (stereo not given)	-14%	-9%	-8	·	-3%	-2	-11%	-0.4	·
C=CCSc1nnc2c(n1)-c1cccc3cccc-2c13	-12%	?	·	·	-3%	2	1%	·	·
CCCc1noc(-c2ccc(NCc3ccccc3OC)c([N+](=O)[O-])c2)n1	-8%	4%	1	·	-16%	-10	17%	0.4	0.2
O=C(CN1C(=O)/C(=C/c2cccc(Br)c2)SC1=S)N1CCCC1	11%[57.1 µM]	-3%[57.1 µM]	-1	-6	-18%	0	1%	-1.0	-0.8
Cc1ccc(CN(C(=O)COc2cccc([N+](=O)[O-])c2)c2ccccn2)cc1	5%	25%	-2	·	-18%	1	7%	-0.4	-0.2
c1ccc(-n2nnnc2-n2cnc3ccccc32)cc1	7%	24%	-1	3	5%	-7	0%	-0.5	0.1
CCNS(=O)(=O)c1ccc(NS(C)(=O)=O)cc1	1%	14%	4	3	-11%	4	-1%	0.2	0.9
O=C(Cn1c(=O)n(Cc2ccco2)c(=O)c2c3c(sc21)CCCC3)Nc1ccccc1	4%[57.1 µM]	-40%	-1	-7	-16%	-7	-4%	-0.9	-1.1

Assay outcomes from PubChem.
